TDP1 cell CPT: growth inhibition of DT40 Tdp1-/-;hTDP1 cells with camptothecin (screen for TDP1 inhibitors). 12% of 420,000 active. chicken DT40 Tdp1-/-;hTDP1 cells + 20 nM CPT, ATP luminescence, 48 h. AID 686979. Potency, µM (doses to about 46.2 µM), for inactives: at the highest dose activity change, negative = growth inhibition, most hits filed as inhibitors; note: nearly all actives have a fitted effect of over 55% in size
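Cell growth measured by CellTiter-Glo luminescence after a minimum 48 h, 37 C compound exposure with 20 nM CPT in Tdp1-knockout DT40 cells stably expressing hTDP1, seeded 400/well; qHTS titration format.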
DT40 TDP1 no CPT: qHTS for Inhibitors of human tyrosyl-DNA phosphodiesterase 1 (TDP1): qHTS in cells in absence of CPT; DT40 Tdp1-/- hTDP1 cells, no CPT, ATP luminescence, 48 h; AID 686978, 2013; 15% of 420,000 active; Potency, µM (series often up to 46.2 µM), for the others: at the top dose activity change, negative = growth inhibition, usual class: inhibitors; note: nearly all actives have a fitted effect of over 55% in size
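Cells were dispensed at 400 per well, compounds added by pin tool, plates incubated ≥48 hr at 37 °C, then CellTiter-Glo added for 30 min at room temperature before luminescence reading. Line: DT40 Tdp1-/- complemented with hTDP1; camptothecin omitted.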
TDP1 inh: TDP1 (human) enzyme inhibition | Q9NUW8 | recombinant TDP1, AlphaScreen DNA substrate cleavage | Potency, µM (highest dose often 130 µM), without a hit: at the top dose activity change, negative = inhibition, most hits filed as inhibitors | 0.28% of 350,000 active | AID 485290; note: nearly all actives have a fitted effect of over 40% in size
Target sequence (Q9NUW8 whole entry, looked up): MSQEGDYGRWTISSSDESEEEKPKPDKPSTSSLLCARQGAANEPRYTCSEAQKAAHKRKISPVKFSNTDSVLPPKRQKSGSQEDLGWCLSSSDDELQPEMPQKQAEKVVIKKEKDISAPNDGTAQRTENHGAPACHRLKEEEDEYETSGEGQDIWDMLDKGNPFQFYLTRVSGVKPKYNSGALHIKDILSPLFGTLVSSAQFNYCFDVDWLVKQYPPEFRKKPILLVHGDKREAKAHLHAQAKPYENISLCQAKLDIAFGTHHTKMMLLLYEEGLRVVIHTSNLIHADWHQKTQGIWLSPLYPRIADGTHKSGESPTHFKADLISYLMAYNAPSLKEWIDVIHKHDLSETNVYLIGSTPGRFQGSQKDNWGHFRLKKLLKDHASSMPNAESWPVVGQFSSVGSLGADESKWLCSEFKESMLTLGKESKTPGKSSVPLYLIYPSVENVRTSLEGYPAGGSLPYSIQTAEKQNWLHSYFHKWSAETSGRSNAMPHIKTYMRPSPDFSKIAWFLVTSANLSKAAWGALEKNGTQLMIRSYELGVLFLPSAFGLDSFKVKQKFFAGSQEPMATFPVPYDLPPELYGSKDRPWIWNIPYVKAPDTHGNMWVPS
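AlphaScreen read-out: signal falls as enzyme removes the 3' tyrosine-FITC from a 5'-biotinylated DNA oligo (15 nM, 5 min, RT). Enzyme was E. coli-made recombinant Tdp1 at 1 nM, exposed to compound for 15 min beforehand; beads 10 ug/ml, 10 min.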
Numbers without * were called inactive; ? = inconclusive; · = not tested or not shown; & = joins results of further samples; [ ] = dose if it differs, or a comment. Calls come from the whole dose curve; as a rule, active = well fitted curve in the direction sought with a large enough effect; inconclusive = small, poorly fitted or top-dose-only effect, or another doubt; inactive = no such curve, though single readings can be large; an effect the other way counts as inactive or inconclusive. % is set by controls: 0 for no effect and ±100 for the full control effect; potency is the fitted concentration of half-maximal effect.

Screens in order: TDP1 cell CPT	TDP1 inh	DT40 TDP1 no CPT
COc1ccccc1-c1nc2cc3ccccc3cc2nc1-c1ccccc1OC
 : ?	3%	?
O=C(NCCCNc1ccnc2cc(Cl)ccc12)c1ccccc1F
 : ?	·	?
O=C1NCCN/C1=C\C(=O)c1ccc(Cl)cc1
 : 1%	0%	-21%
O=C(Nc1ccc2c(c1)OCO2)C1CC(=O)N(CCc2ccccc2)C1 (centres undefined)
 : 12%	5%	0%
COc1cc(C(=O)N2CCc3c([nH]c4ccccc34)C2c2ccccc2)cc(OC)c1OC (centres undefined)
 : 7.3µM*	11%	6.5µM*
COc1ccc(NC(=O)c2ccco2)cc1NC(=O)c1cc2ccccc2o1
 : 23µM*	8%	15µM*
OCC(CO)(CO)n1cnnn1
 : -5%	4%	2%
O=C(Nc1ccc(OC(F)(F)F)cc1)C1CCCN(S(=O)(=O)c2ccc(Br)s2)C1 (centres undefined)
 : ?	-6%[12.3 µM]	?
COS(C)(=O)=O
 : 6%	2%&9%	-12%
CCOc1ccc(C(=O)NCC(=O)NCC(c2ccco2)N2CCCCC2)cc1OCC (centres undefined)
 : -7%	·	?
Cc1cccc(C)c1NC(=O)C(C)n1c(-c2ccc(=O)[nH]c2)nc2ccccc21 (centres undefined)
 : -12%	·	-16%
COC(=O)CC(NC(=O)c1ccc(C)cc1)c1ccc2c(c1)OCO2 (centres undefined)
 : -24%	4%	-21%
CSc1ccc(C(O)c2ncc(-c3ccccc3F)[nH]2)cc1 (centres undefined)
 : 29µM*	·	?
O=C(NC1CCCCC1)c1ccc(CN2CCOCC2)cc1
 : 5%	0%	-11%
CCCc1ccc(S(=O)(=O)N2CCC(c3nnnn3-c3ccc(OC)cc3)CC2)cc1
 : -29%	0%	-19%
CCSc1nc(C(F)(F)F)cc(=O)n1-c1ccccc1
 : -25%	7%	-12%
O=C(Oc1ccccc1Cl)c1cc(-c2ccc3c(c2)OCCO3)on1
 : -6%	-3%	6%
CCCc1nc2c(c(=O)c3ccccc3n2C)c(=O)n1-c1ccc(F)cc1
 : ?	1%	?
Cc1c(C(=O)Nc2nonc2-c2ccc(F)cc2)oc2ccc(F)cc12
 : ?	3%	?
Cc1ccn2c(=O)nc(SCC(=O)NC3CCCCC3)nc2c1
 : 5%	·	3%
CN(CC(=O)Nc1ccccc1Cl)C(=O)COC(=O)c1ccc(Cl)cc1[N+](=O)[O-]
 : -4%	5%	1%
Cc1ccc(-c2ccc(SCC(=O)Nc3nonc3C)nn2)cc1
 : -18%	3%	-9%
CCCN(CCC)c1nc2ccccc2nc1C(C#N)C(=O)OC(C)COC (centres undefined)
 : 23µM*	10%	23µM*
Cc1c(NC(=O)c2ccccc2NC(=O)COc2ccccc2)cccc1C(=O)O
 : 3%	-7%	5%
Cc1ccc(-c2noc(CCC(=O)Nc3ccc(C)cn3)n2)cc1
 : -28%	6%	-28%
CCC(C)(C)n1nnnc1C(C(C)C)N1CCN(C(=O)c2ccco2)CC1 (centres undefined)
 : -6%	·	-10%
CCN(C[C@H]1N[C@@](C)(C(=O)OC)[C@H]2C(=O)N(Cc3ccccc3)C(=O)[C@@H]12)C(=O)c1ccc(F)cc1
 : ?	1%	-7%
Cc1ccc(/C=C2\SC(=S)N(CCC(=O)NNS(=O)(=O)c3ccc(C)cc3)C2=O)cc1
 : 1%	-3%	-25%
CCOc1ccc(NC(=O)COc2ccc(C(=O)NCc3cccnc3)cc2OC)cc1
 : ?	·	?
CC(=O)Oc1ccccc1/C=C/c1ccc2ccccc2[n+]1C
 : 21µM*	0%	16µM*
COC(=O)c1ccccc1NC(=O)C1CCN(S(=O)(=O)c2cc(C)ccc2OC)CC1
 : ?	0%	?
COc1ccc(-n2cc(-c3ccc(OC)c(OC)c3)[nH]c2=S)cc1
 : -4%	6%	?
Cc1n[nH]c(C)c1S(=O)(=O)N1CCCC(C(=O)NC2CCCc3ccccc32)C1 (centres undefined)
 : 21µM*	5%	18µM*
O=C(C1CC1)N1CCc2cc(S(=O)(=O)NCC3COc4ccccc4O3)ccc21 (centres undefined)
 : ?	6%	15µM*
O=C(O)COc1ccccc1/C=N/NC(=O)CSc1nc2ccccc2n1Cc1ccccc1
 : -4%	-5%	0%
CC(NC(=O)Cn1c(=O)[nH]c2ccsc2c1=O)C12CC3CC(CC(C3)C1)C2 (centres undefined)
 : 0%	2%	-12%
Cc1cccc(NC(=O)NC2CCCCCCC2)c1
 : 4%	-4%	-7%
Cc1c(Nc2ccc3nonc3c2[N+](=O)[O-])c(=O)n(-c2ccccc2)n1C
 : 4%	1%	-1%
COc1ccc(CSc2nnnn2-c2ccccc2)cc1
 : -14%	-9%	-20%
C=CCn1c(CSc2nc3ccccc3s2)nnc1SCC(=O)NCc1ccco1
 : 4%	50µM*	2%
S=C(NC1CCCCC1)N1CCN(c2ncccn2)CC1
 : 8%	-4%	14%
NS(=O)(=O)c1ccc(-c2ccc(C=C3C(=O)c4ccccc4C3=O)o2)cc1
 : 1%	·	4%
CCc1ccccc1NC(=O)NNC(=O)CCc1ccc(OC)cc1
 : 22%	2%	17%
O=c1c(-c2ccccc2)nc2ccccc2n1C(CCc1ccccc1)c1nc2ccccc2[nH]1 (centres undefined)
 : 6%	·	?
Cc1nc(SC2CC(=O)N(c3ccccc3)C2=O)nc2c1CCCC2 (centres undefined)
 : ?	2%	-29%
COc1cccc(N=Cc2nc(-c3ccccc3)oc2OC(C)=O)c1
 : 6%	6%	-30%
Cc1nc(C)c(-c2ccc(SCC(=O)Nc3ccc(F)cc3F)nn2)s1
 : ?	3%	?
COc1cc(/C=C2\SC(N)=NC2=O)ccc1O
 : 12µM*	5%	4.6µM*
Cc1ccccc1NC(=O)COC(=O)c1ccc(S(C)(=O)=O)c([N+](=O)[O-])c1
 : 2.5µM*	0%&3%	4µM*
COc1c(F)c(F)c(C(=O)O)c(Nc2cc(C)cc(C)c2)c1F
 : 2%	4%	-3%
Cc1cc(C)cc(N(CC(=O)NC2CCCC2)C(=O)c2csnn2)c1
 : 15%	5%[0.0935 µM]	-4%
CCCCOc1ccc(C(C)NC(=O)CN2C(=O)CSc3ccc(S(=O)(=O)N4CCOCC4)cc32)cc1 (centres undefined)
 : ?	8%	23µM*
O=C(CN(CCc1ccccc1)S(=O)(=O)c1ccc(Cl)cc1)N/N=C/c1ccc2c(c1)OCO2
 : -16%	3%	-12%
O=C(CSc1nc2ccccc2[nH]1)N=Nc1c(O)[nH]c2ccccc12
 : ?	1%	?
CC1(C)C(=O)Nc2ccccc2N1C(=O)CN1C(=O)NC(CCc2ccccc2)C1=O (centres undefined)
 : -3%	1%	-2%
COc1ccccc1C(=O)NC(=O)COC(=O)C1(C)CC1(Cl)Cl (centres undefined)
 : 3%	·	1%
O=S(=O)(c1ccc(Cl)cc1)N1CCC(c2nc3ccccc3[nH]2)CC1
 : ?	·	12µM*
Oc1ccc(C2C=C(c3ccc(F)cc3)Nc3ncnn32)cc1 (centres undefined)
 : -3%	9%	4%
CC(C)CN(C(=O)COc1ccccc1C(=O)NCc1ccccc1)C1CCS(=O)(=O)C1 (centres undefined)
 : -22%	·	-29%
COC(=O)C1=NN(c2ccc(Cl)cc2)C2C(=O)N(c3ccccc3OC)C(=O)C12 (centres undefined)
 : 4%	1%	-4%

Next section:
Screens in order: TDP1 cell CPT	TDP1 inh	DT40 TDP1 no CPT
Cn1ccc2c(-c3cccc4ccccc34)cc3c(c21)C1CCC3C1 (centres undefined)
 : -51%	·	?
COc1ccc(CNC(=O)CN(Cc2ccccc2)C(=O)CCC(=O)Nc2nccs2)cc1
 : 3%	14%	-29%
CN(C(=O)c1ccno1)c1nnc(-c2cnccn2)s1
 : 3%	9%	-23%
O=C(Nc1cccc(S(=O)(=O)N2CCCCCC2)c1)c1ccc2ccccc2n1
 : ?	2%	18µM*
Cc1[nH]c2c(ccc3ccccc32)c1C1C(CCN)C1(C)C (centres undefined)
 : ?	8%	23µM*
O=C(NC(c1ccc(Cl)cc1)c1cnccn1)C1CCN(CCCOc2ccccc2)CC1 (centres undefined)
 : 23µM*	·	21µM*
Cc1ccc(N(C(=O)c2cc3ccccc3oc2=O)C2C=CS(=O)(=O)C2)cc1 (centres undefined)
 : 16%	-5%	-5%
FC(F)(F)c1cc(Cl)c2nc(-c3ccccc3)c(Cc3cccc(Cl)c3)n2c1
 : ?	·	?
Cc1ccc(C(=O)c2oc3ccccc3c2NC(=O)c2cc(-c3ccccc3)on2)cc1F
 : -4%	6%	-14%
CC(=O)Oc1ccc(C(=O)Nc2nnc(C)s2)cc1
 : 14%	2%	1%
Brc1ccc(-c2cn3ccccc3n2)s1
 : 7.3µM*	-1%	23µM*
COc1ccc(C=CC(C)=NNC(=O)c2ccncc2)cc1
 : -4%	·	?
Cc1cc(OCC(=O)OCC(=O)NCc2ccc3c(c2)OCO3)ccc1Cl
 : -4%	1%	11%
Cn1cnc(S(=O)(=O)Nc2ccc(Cl)c(C(F)(F)F)c2)c1
 : 0%	5%	11%
Cn1cc(Br)c(C(=O)N2CCCCCC2)n1
 : -2%	3%	24%
Cc1ccc2sc(NNC(=O)C3COc4ccccc4O3)nc2c1C (centres undefined)
 : 26µM*	9%	?
COc1ccnc(Oc2ccc(F)cc2)c1C#N
 : -21%	·	-26%
CC(C)(C)OC(=O)CN1C(=O)NC2(CCCc3ccccc32)C1=O (centres undefined)
 : ?	·	-15%
Cc1sc2nc(SCC(=O)NCc3ccco3)n(-c3ccccc3)c(=O)c2c1C
 : -18%	-1%	?
COC(=O)c1cc(NC(=O)c2c(Cl)cnn2C)cc(C(=O)OC)c1
 : 1%	4%	-2%
Cc1ccc(-c2noc(CCC(=O)Nc3ccccc3N3CCN(C)CC3)n2)cc1
 : ?	2%	?
O=C(NC(=S)Nc1nc2c(s1)CCCC2)c1ccc(C(=O)c2ccccc2)cc1
 : 5%	1%	-6%
COc1ccc(C(=O)NNC(=O)c2cnccn2)cc1[N+](=O)[O-]
 : -12%	4%	-8%
CCOc1ccc(OCCNC(=O)c2cc(C3CC3)nc3c2cnn3C(C)C)cc1
 : 16µM*	-6%	5.2µM*
COc1cccc(-n2nnc3c(=O)n(CC(=O)OCc4ccccc4)cnc32)c1
 : ?	-4%	?
COc1ccc(-c2cc(C)no2)cc1S(=O)(=O)N1CCN(c2ccccn2)CC1
 : ?	3%	21µM*
CC(=O)Nc1ccc(/C=N/NC(=O)c2cc(-c3ccco3)nc3ccccc23)cc1
 : -24%	0%	?
COc1cc2c(cc1OC)C(c1ccc(-c3ccccc3Cl)o1)=NCC2
 : 6.5µM*	7%	2.3µM*
CO/N=C/c1ccc(N2CCN(C(=O)c3cccc(C(F)(F)F)c3)CC2)c([N+](=O)[O-])c1
 : 15µM*	12%	21µM*
C=CCn1c(=O)c2ccccc2n2c(SCC(C)=O)nnc12
 : -22%	-17%	1%
CCOc1ccc(S(=O)(=O)N2CCCC(C(=O)NCc3ccncc3)C2)cc1C (centres undefined)
 : ?	9%	?
COc1ccc(Br)c2c1-c1nc(NC(=O)c3cccc(C)c3)sc1C2
 : ?	2%	23µM*
Cc1noc(C)c1NC(=O)N(C)C[C@@H]1OCc2cn(nn2)CCCC(=O)N([C@H](C)CO)C[C@H]1C
 : -3%	·	1%
Cc1ccc(C)c(NC(=O)C2CCN(c3ncnc4c3nc3n4CCCCC3)CC2)c1
 : -11%	4%	2%

6 records picked at random from the list so far:
Screens in order: TDP1 cell CPT	TDP1 inh	DT40 TDP1 no CPT
OCC(CO)(CO)n1cnnn1
 : -5%	4%	2%
COc1ccc(CNC(=O)CN(Cc2ccccc2)C(=O)CCC(=O)Nc2nccs2)cc1
 : 3%	14%	-29%
O=C(NC1CCCCC1)c1ccc(CN2CCOCC2)cc1
 : 5%	0%	-11%
FC(F)(F)c1cc(Cl)c2nc(-c3ccccc3)c(Cc3cccc(Cl)c3)n2c1
 : ?	·	?
Cn1ccc2c(-c3cccc4ccccc34)cc3c(c21)C1CCC3C1 (centres undefined)
 : -51%	·	?
CC1(C)C(=O)Nc2ccccc2N1C(=O)CN1C(=O)NC(CCc2ccccc2)C1=O (centres undefined)
 : -3%	1%	-2%

Profiles, quoted from the list. Values in the order: TDP1 cell CPT, TDP1 inh, DT40 TDP1 no CPT
Cc1ccc(C)c(NC(=O)C2CCN(c3ncnc4c3nc3n4CCCCC3)CC2)c1 across the screens: -11%, 4%, 2%
CCOc1ccc(S(=O)(=O)N2CCCC(C(=O)NCc3ccncc3)C2)cc1C (centres undefined) across the screens: ?, 9%, ?

Compound activity: PubChem, National Center for Advancing Translational Sciences (NCATS)
